TDP1 inh = TDP1 (human) enzyme inhibition | Q9NUW8 | recombinant TDP1, AlphaScreen DNA substrate cleavage | Potency, µM (highest dose often 130 µM), without a hit: top-dose activity change, negative = inhibition, most hits filed as inhibitors | 350,000 compounds, 0.28% hits | AID 485290; further: nearly all actives have a fitted effect of over 40% in size
Target sequence (Q9NUW8 whole entry, looked up): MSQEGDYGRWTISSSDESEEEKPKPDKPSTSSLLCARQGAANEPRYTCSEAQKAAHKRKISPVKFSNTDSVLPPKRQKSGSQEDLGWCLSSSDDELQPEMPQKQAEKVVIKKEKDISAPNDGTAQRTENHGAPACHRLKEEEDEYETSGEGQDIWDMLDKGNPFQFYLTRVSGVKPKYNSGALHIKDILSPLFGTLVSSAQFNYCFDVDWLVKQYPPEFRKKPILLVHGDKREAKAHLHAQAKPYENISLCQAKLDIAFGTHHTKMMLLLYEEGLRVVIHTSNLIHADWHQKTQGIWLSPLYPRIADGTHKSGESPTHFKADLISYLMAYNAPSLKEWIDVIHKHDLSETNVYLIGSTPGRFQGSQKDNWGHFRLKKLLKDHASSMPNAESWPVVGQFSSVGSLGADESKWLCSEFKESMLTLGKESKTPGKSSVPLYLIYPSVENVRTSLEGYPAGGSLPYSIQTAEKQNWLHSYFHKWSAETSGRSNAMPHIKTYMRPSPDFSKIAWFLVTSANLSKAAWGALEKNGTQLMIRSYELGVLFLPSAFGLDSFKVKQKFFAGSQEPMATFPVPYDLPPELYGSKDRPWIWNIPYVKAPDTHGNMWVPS
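Steps: enzyme plus compound, 15 min RT; add biotin/phosphotyrosine-FITC oligonucleotide (15 nM final), react 5 min; add donor/acceptor beads (10 ug/ml final), 10 min; read AlphaScreen. Tdp1 at 1 nM final.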
FEN1 inh = inhibitors of human flap endonuclease 1; P39748; Recombinant FEN1 flap cleavage, fluorescence, 15 min; Potency, µM (doses to about 114 µM), for inactives: at the highest dose activity change, negative = inhibition, hits mostly inhibitors; 390,000 compounds, 0.35% hits; further: nearly all actives have a fitted effect of over 65% in size
Target sequence (P39748 whole entry, looked up): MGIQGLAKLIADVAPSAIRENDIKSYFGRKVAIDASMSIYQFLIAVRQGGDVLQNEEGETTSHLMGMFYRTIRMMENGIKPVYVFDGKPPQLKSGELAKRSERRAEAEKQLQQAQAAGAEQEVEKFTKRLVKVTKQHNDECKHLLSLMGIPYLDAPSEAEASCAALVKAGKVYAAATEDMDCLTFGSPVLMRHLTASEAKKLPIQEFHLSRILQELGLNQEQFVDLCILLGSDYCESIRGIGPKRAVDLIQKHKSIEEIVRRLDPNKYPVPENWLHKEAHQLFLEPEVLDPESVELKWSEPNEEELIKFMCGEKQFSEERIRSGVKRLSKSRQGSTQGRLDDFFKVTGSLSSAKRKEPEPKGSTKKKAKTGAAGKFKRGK
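FEN1 at 10 nM preincubated with compounds 15 min at room temperature, then flap DNA substrate added at 50 nM final. Signal read at 0 and 15 min; concentration-response fitted with four-parameter Hill equation.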
N370S GC = N370S glucocerebrosidase modulation, Gaucher chaperone candidate | P04062 | N370S GC spleen homogenate, 4MU-glucoside fluorescence | Potency, µM (series often up to 59.4 µM), inactives show top-dose activity change, negative = inhibition, hits mostly inhibitors | 330,000 compounds, 0.092% hits;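 further: 0% = full enzyme activity and -100% = no enzyme basal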
An asterisk follows results filed as active; ? = inconclusive; . = not tested or not shown; & = joins results of further samples; [ ] = another dose, or the depositor's remark. The call rests on the fitted dose curve; in most records, active means well fitted curve in the direction sought with a large enough effect; inconclusive means small, poorly fitted or top-dose-only effect, or another doubt; inactive means no such curve, though single readings can be large; an effect the other way counts as inactive or inconclusive. Unless noted, on the % scale 0 is the no-effect control and ±100 the full control effect; potency means the concentration at half of the fitted maximal effect.

entry	mol	FEN1 inh	TDP1 inh	N370S GC
1	CC(=O)Nc1c(C)nn(-c2ccccc2)c1N1CCC(C(=O)NCc2ccc(F)cc2)CC1	18%	3%	.
2	Fc1ccc(CSc2nncn2NC/C=C/c2ccccc2)cc1	-8%	0%	-4%
3	CC(C)[C@H](NC(=O)OC(C)(C)C)C(=O)N/N=C/c1cccc2nccnc12	-5%	-3%	27%
4	O=C(COC(=O)c1ccc(S(=O)(=O)Nc2ccccc2)cc1)NC1CCCC1	1%	0%	-10%
5	CN(C)CCOc1cccc(Br)c1	7%	-8%	-2%
6	CN(C(=O)c1cnccn1)c1c(N)n(Cc2ccccc2)c(=O)[nH]c1=O	-4%	3%[0.505 µM]	-8%
7	N#Cc1cnn(-c2cccc(Cl)c2)c1N	-13%	4%	1%
8	Cc1cc(C)c2nc(N(CCN(C)C)C(=O)/C=C/c3cccs3)sc2c1	16%	8%	-16%
9	CCC(C(=O)NCCc1c[nH]c2cc(OC)ccc12)c1ccccc1 (stereo not given)	11%	.	-6%
10	CCOC(=O)C1=C(C(F)(F)F)Nc2ncnn2C1c1cc(OC)ccc1OC (stereo not given)	9%	-2%	5%

Some of these compounds in order of heavy-atom count, falling:
entry	mol	FEN1 inh	TDP1 inh	N370S GC
10	CCOC(=O)C1=C(C(F)(F)F)Nc2ncnn2C1c1cc(OC)ccc1OC (stereo not given)	9%	-2%	5%
9	CCC(C(=O)NCCc1c[nH]c2cc(OC)ccc12)c1ccccc1 (stereo not given)	11%	.	-6%
2	Fc1ccc(CSc2nncn2NC/C=C/c2ccccc2)cc1	-8%	0%	-4%

(further entries)
entry	mol	FEN1 inh	TDP1 inh	N370S GC
11	CCOC(=O)/C=C1\CN(Cc2cc(OC)c(OC)c(OC)c2)S(=O)(=O)c2ccccc21	-18%&-9%	.	-3%
12	O=C(O)c1ccc(N/N=C/c2cccc3cccnc23)cc1	4%	-3%	-10%
13	O=C(CN1CCC(n2nnc3cc(F)ccc32)CC1)NCCc1ccccc1	9%	-2%[56.1 µM]	3%
14	Cc1nc(SCC(=O)Nc2ccccc2Cl)cc(-c2ccccc2)n1	-12%	-3%	.
15	CCOc1ccccc1NC(=O)COC(=O)c1ccccc1SCC(=O)N1CCCC1	0%	.	-8%
16	CC(=O)Nc1ccc(OCc2cc(=O)n3ccccc3n2)cc1	18%	5%	.
17	CCN(CC)C(=O)c1cc2c(=O)n3cccc(C)c3nc2s1	5%	.	?
18	Cc1ccccc1C(=O)Nc1ccc2nc(SCC(=O)N(C)c3ccccc3)sc2c1	6%	2%	.
19	N#Cc1nc(-c2ccccc2F)oc1NCCc1ccccc1	-13%	8%	-15%
20	O=C(NN1C(=O)C2C3C=CC(O3)C2C1=O)c1ccccc1 (stereo not given)	17%	6%	3%
21	O=C(Nc1ccc2nc3n(c(=O)c2c1)CCCCC3)C(=O)Nc1ccccc1F	-17%	3%	.
22	COC(=O)Nc1ccc(S(=O)(=O)N2CCCC(C(=O)NCC3CCCO3)C2)cc1 (stereo not given)	5%	-1%	.
23	CC(C)c1ccc(/C=C/C(=O)NNC(=O)c2cccnc2)cc1	5%	5%	-2%
24	C=CCN(CC=C)S(=O)(=O)c1ccc(NC(=S)NC(=O)Cc2ccc(OC)cc2)cc1	-1%	3%	0%
25	CCCCCCCCCCC1=C(C)C(=O)C(OC)=C(OC)C1=O	.	28%&21%	-4%&5%
26	O=C(NCc1ccncc1)/C(=C/c1cccc([N+](=O)[O-])c1)NC(=O)c1ccccc1	-1%	3%	8%
27	O=C(Nc1ccccc1)N1CCn2c(nc3ccccc32)C1	-11%	4%	8%
28	COc1cccc(OCC(=O)Nc2c3c(nn2-c2ccccc2)CS(=O)(=O)C3)c1	1%	-2%[56.1 µM]	-1%
29	CCN(C(=O)COC(=O)c1cc(C)n(-c2ccc(F)cc2)c1C)C1CCS(=O)(=O)C1 (stereo not given)	8%	5%	3%
30	COCCCNC(=O)CSc1nc2cc(S(=O)(=O)N3CCCCC3)ccc2o1	1%	0%	-15%
31	Cc1ccc(C23CC4CC(CC(C(=O)NC(C)C(=O)O)(C4)C2)C3)cc1 (stereo not given)	2%	.	-1%
32	Cc1cccc(-n2c3nc(=O)n(C)c(=O)c-3cc3ccc(Cl)cc32)c1C	-8%	0%	.
33	COCCN1C(=O)N[C@@H](c2ccccc2)[C@@H](C(=O)OC)[C@H]1C	10%	11%[12.3 µM]	5%[12.8 µM]
34	CC12CN3CC(C)(CN(C1)C3c1cc(Br)ccc1O)C2=O (stereo not given)	-8%	2%	9%
35	CCCCc1nc2c(c3c1C[C@H](C)OC3)CN(S(=O)(=O)c1c(C)noc1C)CC2	.	8%[21 µM]	-7%[12.8 µM]
36	O=C(/C=C/c1ccc(-c2ccc(F)cc2)o1)N1CCCC1	-12%	5%	2%
37	COc1ccccc1-c1cc(C(=O)N/N=C\c2cn(C)nc2C)c2ccccc2n1	-6%	8%	?
38	COc1ccc2c(c1OC)C(=O)OC2Nc1nc(-c2cccc([N+](=O)[O-])c2)cs1 (stereo not given)	-5%	2%	5%
39	CN(CC(=O)NCc1ccccc1)S(=O)(=O)c1ccc2[nH]c3c(c2c1)CCCC3	2%	5%	.
40	CCCN(CCO)C1CCN(CCc2ccccc2)CC1	3%	7%	3%
41	CC(=O)OCC(=O)[C@@]1(O)CCC2C3CC(C)C4=CC(=O)C=CC4(C)C3C(O)CC21C (stereo not given in full)	.	13%[56.1 µM]	3%
42	Cc1ccc([C@@H]2[C@@H]3C(=O)N(C)C(=O)[C@@H]3[C@]3(Cc4ccccc4)C(=O)N(Cc4ccccc4)CC(=O)N23)o1	2%	.	-1%
43	CNc1nc2c(N)ncnc2n1[C@H]1O[C@@H](CO)[C@H](O)[C@@H]1O	16%	.	-9%
44	Cc1ccc(OC(C)C(=O)Nc2ccccc2C(=O)NCc2cccnc2)cc1C (stereo not given)	4%	0%	5%
45	Cc1cccc(-c2nc(CSCC(=O)NCCCN3CCOCC3)c(C)o2)c1	-10%	3%	3%
46	CCCCNC(=O)Nc1ccnn1C1CCCCC1	-2%	4%	0%
47	CCCCCn1c(SCCCC)nc2c1c(=O)[nH]c(=O)n2C	-8%	0%	0%
48	COC(=O)c1ccc(/C=N/N2CCN(Cc3ccc(C)cc3C)CC2)cc1	-3%	4%	-9%
49	O=C(CN1C(=O)NC(c2ccccc2)(c2ccccc2)C1=O)NC1CCS(=O)(=O)C1 (stereo not given)	20%	0%[56.1 µM]	.
50	CSc1nnc(-c2ccc(S(=O)(=O)N3CCCC3)cc2)n1C	13%	0%	8%

In the list so far, seven contain an aryl methoxy group:
entry	mol	FEN1 inh	TDP1 inh	N370S GC
9	CCC(C(=O)NCCc1c[nH]c2cc(OC)ccc12)c1ccccc1 (stereo not given)	11%	.	-6%
10	CCOC(=O)C1=C(C(F)(F)F)Nc2ncnn2C1c1cc(OC)ccc1OC (stereo not given)	9%	-2%	5%
11	CCOC(=O)/C=C1\CN(Cc2cc(OC)c(OC)c(OC)c2)S(=O)(=O)c2ccccc21	-18%&-9%	.	-3%
24	C=CCN(CC=C)S(=O)(=O)c1ccc(NC(=S)NC(=O)Cc2ccc(OC)cc2)cc1	-1%	3%	0%
28	COc1cccc(OCC(=O)Nc2c3c(nn2-c2ccccc2)CS(=O)(=O)C3)c1	1%	-2%[56.1 µM]	-1%
37	COc1ccccc1-c1cc(C(=O)N/N=C\c2cn(C)nc2C)c2ccccc2n1	-6%	8%	?
38	COc1ccc2c(c1OC)C(=O)OC2Nc1nc(-c2cccc([N+](=O)[O-])c2)cs1 (stereo not given)	-5%	2%	5%

Other structures:
entry	mol	FEN1 inh	TDP1 inh	N370S GC
51	COc1ccc(N=Nc2cc(C)c(O)c(CN3CCCCC3)c2)cc1	3%	11%	-21%
52	Cc1ccc(C)c(NC(=O)CCC(=O)NNC(=O)C(c2ccccc2)c2ccccc2)c1	-21%	1%	-10%
53	CCc1cc(C(=O)N(C)CC(=O)Nc2c(Cl)cccc2Cl)sc1C	-9%	2%	.
54	c1ccc(Oc2cccc3cccnc23)nc1	6%	.	1%
55	C#CCSc1nnc(-c2ccc(O)cc2)o1	9%	4%	-4%
56	Oc1ccc(C2C(c3ccccc3)=NN=C(c3ccc(Cl)cc3)N2O)c(O)c1 (stereo not given)	-4%	5%	-11%
57	O=C(c1cc(-c2ccc(F)cc2)on1)N1CCCc2ccccc21	-13%	-3%	-9%
58	CC(=O)NC(=S)Nc1cccc(S(=O)(=O)NC2=NCCC2)c1	-2%	-1%	25%
59	COC(=O)COc1cccc(NS(=O)(=O)c2ccc(NC(C)=O)cc2)c1	2%	0%	-18%
60	CCN(CC)CCNC(=O)C(=O)NCC1OCCN1S(=O)(=O)c1ccc(Cl)cc1 (stereo not given)	-5%	1%	-5%
61	CSc1n[nH]c(NCc2ccc(C)cc2)n1	0%	0%	2%
62	COc1ccc(C(C#N)Nc2ccccc2)cc1 (stereo not given)	.	4%	-4%
63	COc1ccc(C2C(C(=O)c3cccs3)=C(O)C(=O)N2c2nnc(C)s2)cc1OC (stereo not given)	-4%	3%	-13%
64	COc1cccc(-c2nnc(SCc3cccnc3)o2)c1	0%	4%	2%
65	CCOc1ccccc1-n1c(=O)c2ccccc2c2ccccc2c1=O	-19%	-2%	5%
66	CCC1CCCCN1C(=O)CN1C(=O)c2ccccc2S1(=O)=O (stereo not given)	10%	5%	0%
67	CCOc1ccc(S(=O)(=O)N2CCOCC2)cc1NC(=O)CCOc1ccc(C(C)(C)C)cc1	-17%	1%	-10%
68	CCOC(=O)c1c(-c2ccccc2)oc2ccc(OCC)cc12	-17%	-4%	8%
69	CCCCCNC(=O)CCn1c(=O)oc2ccccc21	-8%	0%	0%
70	CN(C)CCNC(=O)Nc1ccc([N+](=O)[O-])cc1	-6%	2%	-4%
71	O=C(O)C(c1ccccc1)N1CCCCC1 (stereo not given)	2%	0%	-4%
72	Cc1ccc(NC(=O)CSc2nnc(COc3ccc(C#N)cc3)n2-c2ccccc2)cc1C	-14%	-5%	3%
73	CCOC(=O)COc1ccccc1-c1ccno1	6%	1%	12%
74	CCOCCCNC(=S)N(CCN(CC)CC)Cc1cc2cc3c(cc2[nH]c1=O)OCCO3	1%	.	-1%
75	NC(=O)CSc1nc2c(oc3ccccc32)c(=O)n1Cc1ccccc1	-1%	2%	.
76	O=C(Nc1cccc(S(=O)(=O)NCc2ccco2)c1)c1cc(-c2ccccc2)nc2ccccc12	-3%	3%	1%
77	Cn1nc(-c2ccccc2F)c2cc(C(=O)Nc3ccc4c(c3)OCCO4)sc21	-13%	8%	5%
78	O=C(COc1ccccc1Cl)N(Cc1cccs1)C1CCS(=O)(=O)C1 (stereo not given)	-9%	-4%	2%
79	CCc1ccc(C2(C)SC(NC(C)=O)=NN2C(C)=O)cc1 (stereo not given)	-3%	2%	4%
80	COC(=O)c1ccc(NC(C(=O)OC)C(C)C)c([N+](=O)[O-])c1 (stereo not given)	-14%	-4%	5%
81	O=C(Nc1cccc(S(=O)(=O)NCc2ccco2)c1)c1ccc(Cl)cc1	-10%	0%	.
82	C=CCN1CC(C(=O)N2CCC(Cc3ccc(Cl)cc3)(C(=O)OCC)CC2)CC1=O (stereo not given)	-9%	0%	1%
83	Cc1cc(C)cc(NC(=O)CSc2cc(C)[nH]c(=O)n2)c1	-5%	-5%	.
84	Cc1ccc(NC(=O)C(C)OC(=O)Cn2cnc3ccccc3c2=O)cc1 (stereo not given)	4%	.	-14%
85	CCOc1ccccc1C(=O)Nc1nnc(SCC(=O)Nc2cc(C)on2)s1	-1%	-3%	-1%
86	CC(=O)NN1C(=O)c2ccccc2NC1c1cccc([N+](=O)[O-])c1 (stereo not given)	0%	.	-5%
87	CC(C)c1nc2oc3c(=O)[nH]cnc3c2c2c1CCC2	-1%	2%	4%
88	CC(=O)C1=C(C)Nc2cc(C(F)(F)F)ccc2S1	1%	7%	8%
89	COC(=O)CN(C)C1CC(=O)N(c2ccc(Cl)cc2)C1=O (stereo not given)	-7%	7%	3%
90	Cc1ccc(C(=O)N(Cc2nc(-c3ccc(C)cc3)no2)C(C)C)cc1	-3%	1%	?
91	O=C1[C@@H]2Cc3c([nH]c4ccccc34)C(c3cccc([N+](=O)[O-])c3)N2C(=O)CN1CCCO (stereo not given in full)	13%	.	-28%
92	CC(C)NC(=O)Nc1cccc2c1O[C@@H](CN(C)S(=O)(=O)c1ccc(F)cc1)[C@@H](C)CN([C@H](C)CO)C2=O	-2%	0%	.
93	CC(=O)Oc1ccc2c(c1)OC(c1ccccc1)CC21CC(C)(C)NC(=S)N1 (stereo not given)	1%	6%	-27%
94	O=C(N/N=C/c1ccncc1)c1ccccc1[N+](=O)[O-]	2%	5%	-4%
95	C=CCNC(=O)CN1CCC(n2c(C)nc3cc(C(F)(F)F)ccc32)CC1	1%	4%	9%
96	O=C(N/N=C/c1c[nH]c2ccccc12)c1cccc(O)c1	-22%	.	-6%
97	CC1CN(S(=O)(=O)c2cccc(C(F)(F)F)c2)C(C)N1C(=O)N1CCOCC1 (stereo not given)	1%	9%	-9%
98	O=C(CSc1nc2ccccc2o1)N1CCN(c2ccccc2)CC1	-2%	1%	6%
99	O=C(O)c1ccc(Nc2nc(-c3ccccc3)nc3ccccc23)cc1	-4%	.	?
100	NC(=O)C1O[C@@H](O)[C@H](O)[C@@H](O)[C@H]1O (stereo not given in full)	.	6%	-1%

Bioassay records as filed in PubChem BioAssay.
